Screens as filed in PubChem.
Fam108B counter: blocks mouse Fam108B hydrolase in RBBP9 counter-screen; recombinant Fam108B, FP-Rh probe fluorescence polarization; inhibition, % at 9.51 µM; actives 0.33% (n = 300,000);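 active = inhibition above the screen mean inhibition plus 3 SD, computed separately per campaign, cut at about 18% in these data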;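 note: inhibitors lower polarization as less probe binds the enzyme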
Efflux pump mplx: blocks antifungal efflux pumps in multiplex yeast assay. inhibition, % at 10 µM. AID 485275. actives 0.44% (n = 330,000). S. cerevisiae Candida pump triplex, Nile Red efflux;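 active = plate passing quality check with inhibition over a set limit, or well fluorescence over plate mean plus 4 SD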;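 note: Nile Red retained in pooled yeast measured as flow cytometry median fluorescence; 0% = buffer negative control and 100% = Enniatin B positive control; higher means more Nile Red kept so more efflux inhibition; some compounds called inactive have numbers as strong as hits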
BCLXL inh: Bcl-xL (human) inhibition | AID 2129 | actives 0.7% (n = 320,000) | Q07817 | GST-Bcl-xL / FITC-Bim BH3 peptide fluorescence polarization | inhibition, % at 10.9 µM;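 active = inhibition above the mean of all tested compounds plus 3 SD, cutoff set per campaign, cut at about 30% in these data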;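 note: 0% = DMSO wells and 100% = unlabeled Bim-BH3 peptide competitor; inhibitors lower millipolarization by displacing the labeled peptide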
Target sequence (Q07817 whole entry, looked up): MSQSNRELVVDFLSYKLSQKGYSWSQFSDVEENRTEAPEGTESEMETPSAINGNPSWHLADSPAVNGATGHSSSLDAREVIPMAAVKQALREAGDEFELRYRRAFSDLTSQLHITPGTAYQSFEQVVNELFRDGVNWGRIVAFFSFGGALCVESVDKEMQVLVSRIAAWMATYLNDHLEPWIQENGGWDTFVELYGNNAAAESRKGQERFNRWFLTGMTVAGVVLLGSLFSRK
GRK2 inh: inhibitors of human GRK2 displacing RNA aptamer; P25098; bead flow cytometry, FAM-aptamer displacement from GRK2; inhibition of aptamer binding, % at 10 µM; actives 0.59% (n = 330,000);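 active = inhibition of aptamer binding above 40%, roughly 3 SD of noise, on plates passing a quality check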;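 note: median bead fluorescence of bound FAM aptamer so fluorescent compounds give negative values; no value below 0 was filed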
PME-1 inh: blocks human protein phosphatase methylesterase 1. Q9Y570. AID 2130. inhibition, % at 5.9 µM. actives 0.53% (n = 320,000). recombinant PME-1, FP-Rh probe fluorescence polarization;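 active = inhibition above the campaign mean of all compounds plus 3 SD, cut at about 26% in these data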;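 note: competitive labeling of PME-1 active site by serine hydrolase directed probe; 0% = PME-1 with DMSO and 100% = wells lacking PME-1 enzyme; inhibitors block probe labeling so polarization falls and inhibition rises; many of its hits are not listed in these tables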
MEX-5 binding: C. elegans MEX-5 TCR-2 RNA binding activity. actives 0.38% (n = 300,000). activity score (negative = inhibition of binding), % at 10 µM. MEX-5/FITC-TCR2 RNA binding, fluorescence polarization; hits give low values;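 active = inhibition past about -25% in most replicates, and total fluorescence under double the plate's negative control median, limit read from the data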;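 note: 0% = DMSO and -100% = 5 µM competing unlabeled TCR2 RNA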
VLA-4 inh: inhibition in a human VLA-4 binding assay | actives 0.2% (n = 330,000) | inhibition, % (about 7 µM as worked out from the volumes in the protocol) | VLA-4 expressing cells, ligand binding flow cytometry; in the data active = inhibition above about 50%
MCL1-BIM inh: inhibitors of human MCL1 binding to BIM-BH3 peptide. GST-MCL1 / FITC-Bim-BH3 fluorescence polarization. inhibition, % at 10.9 µM. actives 0.68% (n = 320,000). AID 2057;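 active = inhibition above the mean inhibition of all tested compounds plus 3 SD, set per campaign, cut at about 40% in these data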;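 note: 0% = DMSO wells and 100% = unlabeled Bim-BH3 peptide control; higher means more loss of mP so more displacement of Bim peptide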
Target sequence (Q07820 whole entry, looked up): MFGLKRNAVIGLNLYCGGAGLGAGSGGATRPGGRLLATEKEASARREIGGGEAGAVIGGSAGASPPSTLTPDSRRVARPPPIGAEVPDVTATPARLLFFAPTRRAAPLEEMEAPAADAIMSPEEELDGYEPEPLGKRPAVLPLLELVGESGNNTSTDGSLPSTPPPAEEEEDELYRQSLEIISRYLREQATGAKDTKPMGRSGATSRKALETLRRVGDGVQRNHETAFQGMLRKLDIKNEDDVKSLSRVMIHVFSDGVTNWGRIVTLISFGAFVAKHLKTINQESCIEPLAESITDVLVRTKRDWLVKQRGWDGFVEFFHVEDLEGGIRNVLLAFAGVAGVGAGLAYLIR
GLD-1 TGE inh: GLD-1-TGE RNA interaction inhibition (C. elegans); Q17339; purified GLD-1 + fluorescein TGE RNA, fluorescence polarization; inhibition, % at 5.96 µM; actives 0.44% (n = 320,000);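 active = percent inhibition above a per-plate cutoff, the plate mean of test compounds plus 3 SD, cut at about 30% in these data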;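 note: 0% = DMSO wells with GLD-1 and probe and 100% = wells lacking GLD-1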
Target sequence (Q17339 whole entry, looked up): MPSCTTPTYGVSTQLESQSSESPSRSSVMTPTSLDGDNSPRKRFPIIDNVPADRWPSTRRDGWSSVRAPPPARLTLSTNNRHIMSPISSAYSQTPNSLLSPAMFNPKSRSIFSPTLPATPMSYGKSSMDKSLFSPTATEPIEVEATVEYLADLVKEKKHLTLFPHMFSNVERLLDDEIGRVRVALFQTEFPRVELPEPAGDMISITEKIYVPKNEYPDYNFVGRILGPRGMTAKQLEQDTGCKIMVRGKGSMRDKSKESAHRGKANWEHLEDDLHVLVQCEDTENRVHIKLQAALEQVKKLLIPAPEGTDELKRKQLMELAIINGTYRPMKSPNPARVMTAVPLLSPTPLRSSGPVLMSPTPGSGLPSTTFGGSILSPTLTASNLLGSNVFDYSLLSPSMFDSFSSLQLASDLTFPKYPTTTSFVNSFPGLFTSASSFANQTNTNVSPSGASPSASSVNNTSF
* hit, by the source's call; . = not tested or not shown.

SMILES	Fam108B counter	Efflux pump mplx	BCLXL inh	GRK2 inh	PME-1 inh	MEX-5 binding	VLA-4 inh	MCL1-BIM inh	GLD-1 TGE inh
COc1ccc(/C=N/NC(=O)c2ccc(N(C)S(=O)(=O)c3ccccc3)cc2)cc1OC	10	-0.1	13	0	-6	2.4	-8	12	-1
Cc1ccc(OCC(=O)Nc2ccc(S(=O)(=O)N3CCCCC3)cc2)c([N+](=O)[O-])n1	-1	0.0	-8	1	1	-3.6	-2	-6	-1
O=C(COC(=O)Cc1ccc(Br)cc1)NCc1cccs1	.	0.1	.	0	.	.	20	.	-11
c1cncc(-c2nnc(-c3ccco3)o2)c1	-5	-0.1	6	0	4	0.1	7	23	4
Cc1cc(C)n(-c2ccc(C(=O)OCC(=O)NCc3ccco3)cc2)n1	2	0.0	-6	2	0	-1.6	12	-11	4
Cc1ccc(C(=O)Nc2nnc(-c3ccc(C(C)(C)C)cc3)s2)cc1	-4	0.1	-4	0	-1	0.3	0	-6	5
COc1ccc(Cl)cc1C(=O)NC(C)C	-2	-0.1	2	0	3	0.3	12	-7	1
Cc1cc(NC(=O)CSc2nnc(C)o2)no1	-3	1.1	3	2	5	-0.3	10	1	-11
O=C(Nc1ccc(F)cc1F)c1ccc(S(=O)(=O)N2CCCCC2)cc1	5	0.1	0	0	2	0.6	11	-7	0
c1ccc(-n2cc(CN3CCC(N4CCOCC4)CC3)c(-c3ccc4c(c3)OCO4)n2)cc1	-6	0.0	1	0	-2	2.9	0	4	-10
CCOC(=O)c1cccc(NC(=O)Cn2cnc3c2c(=O)n(C)c(=O)n3C)c1	-4	0.0	4	4	-1	0.0	0	2	7
Clc1cccc(Cl)c1NC1=NCCN1	7	0.2	-3	1	0	-1.1	-5	6	0
COc1cccc(COC(=O)C2CCN(S(=O)(=O)c3ccc(Cl)cc3)CC2)c1OC	-6	0.2	-6	0	10	-0.7	18	-6	7
Cc1ccc(C(=O)NCC(c2ccco2)N2CCc3ccccc32)cc1 (stereo not drawn)	-2	0.1	0	2	1	-0.3	10	-2	6
CC1CC(C)CN(c2ncc3c(n2)CC(c2ccc(Cl)cc2)CC3=O)C1 (stereo not drawn)	3	6.7*	-1	0	-4	1.8	17	3	-2
CCN(C(=O)CSc1nnc(-c2cccs2)n1N)c1c(N)n(Cc2ccccc2)c(=O)[nH]c1=O	2	0.1	-8	1	1	0.0	8	-6	12
C=CCNC(=O)CN1CCN(C(c2ccccc2)c2ccccc2)CC1	2	0.2	0	1	0	0.3	3	-3	1
Cc1cc(C)cc(NC(=O)C2CCN(c3cnccn3)CC2)c1	-1	-0.1	2	3	6	0.4	5	9	2
COc1ccc(CN2CCNC(=O)C2CC(=O)NCCCC2CCCC2)c(C)c1C (stereo not drawn)	-6	-0.3	8	8	-1	4.7	5	5	6
CS(=O)(=O)N(CC(=O)Nc1ccccc1F)C1CCCCC1	5	0.3	5	0	-6	4.6	15	5	6
CC(=O)N(C)c1ccc(NC(=O)c2ccccc2C(=O)O)cc1	2	-0.1	7	0	4	1.8	2	0	-2
CC1CC(C)CN(CCCNC(=O)Cn2ncn3cccc3c2=O)C1 (stereo not drawn)	8	0.0	4	0	-1	-1.4	2	13	3
CC(C)[C@H](NC(=O)c1ccccc1F)C(=O)OCCN1C(=O)c2ccccc2C1=O	.	0.0	.	0	.	.	-2	.	-7
CCn1c(=O)c([N+](=O)[O-])c(NCCc2ccc(OC)c(OC)c2)c2ccccc21	5	1.0	-1	5	12	1.3	-24	-4	-3
CCNC(=S)NNC(=O)c1cc(C)nc2ccccc12	0	-0.2	8	0	-4	-2.1	-17	9	-4
COc1cc2sc3ccc(-c4ccc(CN5CCOCC5)cc4)cc3c(=O)c2cc1OC	.	0.0	.	0	.	.	-22	.	4
Cc1cccc(OCCSc2ncnc3nc[nH]c23)c1	1	0.1	0	3	-17	-2.9	14	1	0
CCCNCCC(c1ccco1)c1ccccc1OC (stereo not drawn)	-1	0.1	-1	0	-2	1.0	19	2	2
CC(C)CNC(=O)c1ccccc1NC(=O)CCSc1ccccc1	1	0.6	5	0	-3	1.8	17	8	5
COC(=O)C1=C(N)Oc2cc(C)[nH]c(=O)c2C1c1ccccc1OC (stereo not drawn)	0	0.0	-4	1	-1	-0.3	5	-3	2
Cc1cc(C(F)(F)F)nc(SCCN2CCOCC2)c1C#N	-4	-0.3	-3	0	1	0.8	-55	-10	-10
CCN1CCN(CCOc2ccccc2-c2ccccc2)CC1	1	-0.1	2	0	3	-4.6	-2	-5	-1
CCN(CC(=O)Nc1cc(S(=O)(=O)N2CCCCC2)ccc1Cl)Cc1ccccc1	-4	0.0	0	3	1	-5.9	-2	1	6
CN1CCCC(OC(=O)c2ccccc2Br)C1 (stereo not drawn)	-1	-0.1	6	0	-3	0.8	-4	12	4
COc1cccc(-c2nnc(NC(=O)c3cccs3)s2)c1	-6	0.0	0	0	2	0.6	10	-5	1
Cc1cccc(C)c1NC(=O)CN(C)C(=O)C1CC(=O)N(c2cccc3ccccc23)C1 (stereo not drawn)	.	0.3	2	0	1	.	-2	-2	5
COc1cc(CC(=O)Nc2ccc(N3CCOCC3)cc2)cc(OC)c1OC	3	0.0	3	0	-2	2.9	-5	-1	0
CN(C(=O)COC(=O)CNC(=O)c1ccc(C(C)(C)C)cc1)c1c(N)n(Cc2ccccc2)c(=O)[nH]c1=O	-2	0.0	-5	3	2	2.0	15	-10	3
COc1ccc(-c2ccc(N(C)C)cc2)cc1[C@H]1[C@@H]2C=CCC[C@@]2(C)C(=O)N1Cc1ccccc1	2	-0.1	2	0	-1	1.4	36	-2	12
O=C(COc1ccc(Oc2ccccc2)cc1)NCc1cn2ccccc2n1	9	-0.1	9	0	-2	2.2	-2	-2	0
Cc1nn(CC2CC2)c(=O)n1-c1cccc(Cl)c1	-3	0.4	-1	1	3	-1.4	5	-5	-5
CCNc1nc(SCC(=O)Nc2ccccc2)nc(N2CCOCC2)n1	-1	0.1	-1	0	-1	0.1	4	-3	-5
CN(C)S(=O)(=O)N1CCN(c2ccc([N+](=O)[O-])cc2)CC1	4	-0.2	4	0	-3	4.2	15	0	-2
CCc1cccc(CC)c1NC(=O)C1SC(=Nc2ccccc2C)C(c2nc3ccccc3s2)=C1N (stereo not drawn)	-15	-0.1	-4	0	-26	-16	0	-8	0
COc1ccc(NC(=O)CCNS(=O)(=O)c2ccc3c(c2)CC(C)N3C(=O)C2CC2)cc1 (stereo not drawn)	2	0.0	0	1	2	3.5	-1	-3	-1
CC(=O)NC1(c2ccc(F)cc2)CCN(C(=O)Nc2ccc(F)cc2F)CC1	3	0.0	-2	3	1	1.0	9	-4	-8
CCC(C)n1c(SCC(=O)Nc2cc(C(C)(C)C)nn2-c2ccccc2)nc2ccccc2c1=O (stereo not drawn)	-3	-0.1	9	7	6	0.4	-8	12	1
COc1cc(/C=C2\C(=O)N(C)C(=S)N2C)ccc1O	-6	-0.2	-5	2	-16	-5.3	2	-15	-40
Cn1c(=O)c2c(ncn2CC(=O)OCC(=O)Nc2ccc(F)cc2Cl)n(C)c1=O	.	-0.1	.	0	.	.	0	.	-8
CC1CCN(S(=O)(=O)c2ccc(C(=O)NNC(=O)C3CC3)cc2)CC1	2	-0.1	-2	2	2	2.9	16	-3	0
CCCNC(=O)COC(=O)c1cc2c(=O)n3ccccc3nc2s1	5	-0.4	17	0	5	-6.6	5	14	9
O=C(COC(=O)C1=Cc2ccccc2OC1)NCc1ccco1	1	-0.1	-4	2	3	-0.6	20	-2	2
CCc1ccc(C(=O)CN2C(=O)NC(C)(c3ccc(C)cc3)C2=O)cc1 (stereo not drawn)	-4	0.1	1	0	-4	0.7	-5	-5	-2
O=C(/C=C/c1ccccn1)c1ccc(Br)cc1O	2	-0.5	11	1	3	.	-12	10	13
COc1ccc(CN(C(=O)c2nsc(Cl)c2Cl)C(C(=O)NC2CCCCC2)c2ccc(OC)cc2)cc1 (stereo not drawn)	8	0.0	4	0	0	0.0	-40	2	1
COC(=O)Cc1nc(NC(=O)c2cccs2)sc1C	1	-0.2	5	1	-2	-1.2	-5	5	3
COc1ccc(OC)c(S(=O)(=O)Nc2ccc(-c3ccc4nncn4n3)cc2)c1	-3	-0.1	7	5	-8	-9.4	44	5	4
CCOC(=O)[C@@H]1[C@H]2COc3ccc(Br)cc3[C@@H]2N2C(=O)N(c3ccc(Br)cc3)C(=O)[C@@]12C	.	0.4	.	0	.	.	12	.	5
CC(C)(C)NS(=O)(=O)c1ccc(OCC(=O)NCC2CCCO2)cc1 (stereo not drawn)	-1	0.0	1	0	0	2.3	17	1	1
O=C1CC(=O)N(CCc2ccccc2)C(=O)N1CCc1ccccc1	0	-0.1	-63	0	-8	4.3	2	-70	-47

(more compounds)
SMILES	Fam108B counter	Efflux pump mplx	BCLXL inh	GRK2 inh	PME-1 inh	MEX-5 binding	VLA-4 inh	MCL1-BIM inh	GLD-1 TGE inh
NS(=O)(=O)c1ccc(CCNCc2cccs2)cc1	2	0.1	-1	0	0	-0.6	4	-4	1
Cc1ccc(C(=O)/C=C/c2cc(C#N)n(C)c2C)cc1	1	0.0	5	4	4	2.7	-12	9	7
CCc1nn(CCCC(=O)N2CCc3ccccc3C2)c(=O)c2cc3occc3n12	-3	-0.1	0	1	4	3.0	-2	-4	-7
O=C(NCCCN1CCOCC1)C1COc2ccccc2O1 (stereo not drawn)	3	0.1	4	1	0	0.4	4	8	3
CCOc1ccc(S(=O)(=O)N2CCC(C(=O)NCc3ccncc3)CC2)cc1Cl	-5	0.1	-1	0	0	1.1	12	4	1
CC(C)(C)n1nnnc1CN1CCC(NC(=O)NC2CCCCC2)CC1	-1	0.1	1	2	-8	2.1	14	5	0
NNC(=O)c1ccc(COc2cccc3ccccc23)o1	-10	0.1	-5	0	-14	-1.0	9	-6	0
O=C(c1ccc(CSc2ccc(Cl)cc2)cc1)N1CCCC1	2	0.2	5	3	2	-0.4	-9	0	7
CC(C)CCNC(=O)CCc1nnc(Cc2c[nH]c3ccccc23)o1	3	-0.1	-2	0	1	0.7	-1	2	7
COc1ccc(CN2CCOCCOCCOCCOCCOCC2)cc1	0	-0.1	1	0	-1	0.7	1	5	-5
Cc1ccc(NNC(N)=S)cc1Cl	-8	0.4	1	0	-7	0.1	7	2	2
Cc1ccc(O)c(NC(=O)C2CC(c3ccc(F)cc3)=NO2)c1 (stereo not drawn)	4	-0.2	3	3	-3	0.5	-6	1	7
OC(CNC1CCCc2ccccc21)COc1c(Cl)cccc1Cl (stereo not drawn)	-5	-0.1	10	0	-3	1.9	3	15	4
CC(=O)Nc1cccc(NC(=O)CSc2nc(=O)n(CCN3CCOCC3)c3c2CCCC3)c1	-1	0.0	-2	0	-2	1.8	8	-1	2
CC(C)[C@@H]1C=C(C(=O)O)O[C@H](OCCCCO)C1	2	.	4	.	0	-0.7	.	4	0
CC/C(O)=C1\C(=O)CC(c2ccccc2)CC1=NCCC(=O)O (stereo not drawn)	-1	0.3	4	4	0	-1.5	12	0	5

Pulled by compound from above (two):
SMILES	Fam108B counter	Efflux pump mplx	BCLXL inh	GRK2 inh	PME-1 inh	MEX-5 binding	VLA-4 inh	MCL1-BIM inh	GLD-1 TGE inh
CC1CC(C)CN(c2ncc3c(n2)CC(c2ccc(Cl)cc2)CC3=O)C1 (stereo not drawn)	3	6.7*	-1	0	-4	1.8	17	3	-2
Cc1cccc(OCCSc2ncnc3nc[nH]c23)c1	1	0.1	0	3	-17	-2.9	14	1	0

Some of the compounds tested; count on the stated rates, not on these rows.
